rCAG binder: binders of r(CAG) RNA repeats, primary screen, biochemical, fluorescence | r(CAG) RNA repeat, TO-PRO-1 dye displacement fluorescence | inhibition, % at 3 µM | 370,000 compounds, 1.3% hits;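 active means inhibition above the plate cutoff, the mean of all test compounds on that plate plus 3 SD, cut at about 35% in these data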;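 further: 0% = DMSO alone and 100% = 100 µM mitoxantrone as full dye displacement; higher means more dye released from RNA so lower well fluorescence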
ASAP1 GAP inh: inhibitors of human ASAP1 ArfGAP activity, primary screen, biochemical, fluorescence polarization | inhibition, % at 16.5 µM | AID 624377, 2012 | Arf-GAP with SH3 domain, ANK repeat and PH domain-containing protein 1 (Homo sapiens), … | 360,000 compounds, 0.19% hits | ASAP1-stimulated ARF1 GTP hydrolysis, GDP FP detection; in the data active means inhibition above about 25%;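 further: 0% = vehicle with enzyme and substrate and 100% = no enzyme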
FXN GAA850 act: FXN promoter activators, primary screen, cell-based, luciferase luminescence, HEK293 lucGAA850; 360,000 compounds, 0.56% hits; HEK293 lucGAA850 FXN promoter luciferase reporter, 24 h; percent of 10 µM SAHA response; activation, % at 6 µM; AID 540364, 2011;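 active means activation above the average of all compounds screened plus 3 SD, cutoff fixed separately per campaign, cut at about 7.5% in these data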;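 further: 0% = DMSO wells and 100% = 10 µM SAHA wells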
ADAM10 inh: human ADAM10 inhibitors, primary screen, biochemical, QFRET, HTS; Disintegrin and metalloproteinase domain-containing protein 10 (Homo sapiens), O14672; recombinant ADAM10, EDANS/DABCYL FRET peptide cleavage, 3 h; inhibition, % at 7 µM; 370,000 compounds, 0.62% hits;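 active means inhibition above a per-campaign cutoff equal to the mean of compounds falling between control-based bounds plus 3 SD, cut at about 20% in these data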;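 further: 0% = DMSO wells while the 100% control is not disclosed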
KLK7 zymogen act: proKLK7 zymogen activators, primary screen, biochemical, fluorescence intensity. purified proKLK7, EDANS-DABCYL substrate fluorescence; 100% is mature enzyme control, 0% vehicle. 370,000 compounds, 0.9% hits. activation, % at 7 µM;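 active means activation above the mean of all tested compounds plus 3 SD, computed per campaign excluding outliers beyond control limits, cut at about 13% in these data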
Target sequence (P49862 whole entry, looked up): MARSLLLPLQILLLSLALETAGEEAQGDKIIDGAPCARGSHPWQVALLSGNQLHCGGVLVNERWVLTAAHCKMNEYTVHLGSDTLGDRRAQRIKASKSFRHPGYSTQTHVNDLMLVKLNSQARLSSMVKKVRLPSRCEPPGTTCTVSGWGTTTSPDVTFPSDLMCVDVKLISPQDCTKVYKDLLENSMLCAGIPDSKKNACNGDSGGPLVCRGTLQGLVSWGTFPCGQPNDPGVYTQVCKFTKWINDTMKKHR
GC-B act: human GC-B receptor activators, primary screen, HEK293 GC-B cells, cGMP TR-FRET, EC30 CNP | Atrial natriuretic peptide receptor 2 (Homo sapiens), P20594 | 370,000 compounds, 0.11% hits | 0% at EC30 CNP, 100% saturating CNP | activation, % at 10 µM;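 active means activation at 10 µM reaching about 35% in either raw or pattern-adjusted values, limit read from the data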
NPR1 activator: GC-A stimulated cGMP production enhancers – HEK293 GC-A cells, cGMP TR-FRET, EC30 ANP, primary screen. 0% at EC30 ANP, 100% saturating ANP. activation, % at 10 µM. 370,000 compounds, 0.14% hits. AID 1671463, 2021; in the data active means activation above about 40%
ARFGAP1 inhibitor: inhibitors of rat ARFGAP1 GAP activity, primary screen, biochemical, fluorescence polarization, GDP tracer; ADP-ribosylation factor GTPase-activating protein 1 (Rattus norvegicus), Q62848; 360,000 compounds, 0.26% hits; Arfgap1-stimulated ARF1 GTP hydrolysis, GDP FP detection; inhibition, % at 16.5 µM;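 active means inhibition above a per-plate limit, mean inhibition of low control wells plus 3 SD, cut at about 25% in these data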;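 further: 0% = DMSO wells with enzyme and 100% = wells lacking Arfgap1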
Target sequence (Q62848 1-136 limits assumed): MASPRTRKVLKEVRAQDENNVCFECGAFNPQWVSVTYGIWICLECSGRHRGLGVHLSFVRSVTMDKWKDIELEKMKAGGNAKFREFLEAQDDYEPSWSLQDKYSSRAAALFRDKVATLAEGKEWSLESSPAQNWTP
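Replicates: Single well per compound | Assay system: Truncated rat Arfgap1 GAP domain | Control set: No-Arfgap1 wells (100%) versus DMSO full-reaction wells (0%) | Times: Enzyme reaction 120 min at 25 °C after 20 min preincubation | Reagent: Human ARF1(Δ1-17)-GTP substrate | Measured by: Tracer-displacement fluorescence polarization with EDTA stop, 620/688 nm | Measure: Percent inhibition of Arfgap1-stimulated GTP hydrolysis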
Tn6 DDE FP: inhibitors of Tn6 peptide binding to fibrin DD(E), primary screen, biochemical, fluorescence polarization, human fibrin, Tn6 probe; 370,000 compounds, 0.21% hits; Fibrin DD(E) TRITC-Tn6 fluorescence polarization displacement; inhibition, % at 8.3 µM; Fibrinogen beta chain (Homo sapiens), P02675; AID 720509, 2013;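 active means inhibition above a per-campaign cutoff: mean of compounds within control limits plus 3 SD, cut at about 15% in these data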;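 further: 0% = median of all compound wells on the plate and 100% = blocking peptide control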
sPLA2-III inh: human group III sPLA2 inhibitors, primary screen, biochemical, QFRET, BODIPY PC-A2 liposome substrate; Group 3 secretory phospholipase A2 (Homo sapiens), Q9NZ20; QFRET BODIPY PC-A2 liposome hydrolysis, fluorescence; inhibition, % at 12.2 µM; 370,000 compounds, 0.56% hits;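 active means inhibition above mean plus 3 SD of compounds lying within the high and low control bounds, cut at about 19% in these data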;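 further: 0% = median of test compound wells and 100% = no enzyme DMSO wells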
Target sequence (Q9NZ20 whole entry, looked up): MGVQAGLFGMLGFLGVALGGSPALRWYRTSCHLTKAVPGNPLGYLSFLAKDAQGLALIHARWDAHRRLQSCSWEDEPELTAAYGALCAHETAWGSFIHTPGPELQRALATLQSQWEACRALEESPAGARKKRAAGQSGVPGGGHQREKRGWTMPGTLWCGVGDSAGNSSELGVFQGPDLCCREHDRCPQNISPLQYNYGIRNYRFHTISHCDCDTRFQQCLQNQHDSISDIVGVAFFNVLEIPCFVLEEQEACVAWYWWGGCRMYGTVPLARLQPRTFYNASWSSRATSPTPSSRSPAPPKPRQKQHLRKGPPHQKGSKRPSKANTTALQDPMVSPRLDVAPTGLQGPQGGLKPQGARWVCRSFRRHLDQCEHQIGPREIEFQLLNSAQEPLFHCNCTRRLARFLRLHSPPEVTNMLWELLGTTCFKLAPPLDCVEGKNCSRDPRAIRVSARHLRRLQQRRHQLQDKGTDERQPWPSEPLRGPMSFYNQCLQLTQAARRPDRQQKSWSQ
Active calls of the source: *; nt = no result given.

SMILES	rCAG binder	ASAP1 GAP inh	FXN GAA850 act	ADAM10 inh	KLK7 zymogen act	GC-B act	NPR1 activator	ARFGAP1 inhibitor	Tn6 DDE FP	sPLA2-III inh
Cc1nnc(NC(=O)C2CCCN(c3ncccn3)C2)s1 (stereo not drawn)	-4	-4	-2.2	-31	0.4	-2	-4	0	5	4
Cc1cc(C)n(CCCNC(=O)CCNS(=O)(=O)c2ccccc2C(F)(F)F)n1	5	9	-0.1	-2	0.2	1	4	0	4	-13
Cn1nnnc1SCC(=O)N1c2ccccc2CCc2ccccc21	-3	7	-2.2	-4	0.1	-7	-8	7	-1	3
CCCn1nc(C(=O)NCC(C)(C)N2CCOCC2)c2ccccc2c1=O	-5	-5	-1.1	12	-0.1	-1	0	7	-3	9
N/C(CS(=O)(=O)c1ccccn1)=N\OC(=O)c1ccc(Cl)cc1	-1	-2	-0.6	-4	-0.5	9	1	3	-3	-1
CC12CCC(=O)N1C(C(=O)Nc1cc(C(F)(F)F)ccc1N1CCOCC1)CS2 (stereo not drawn)	-14	-4	3.5	-10	-0.4	14	7	5	-1	9
NC(=O)C1C2CCC(C2)C1C(N)=O (stereo not drawn)	0	-12	-1.4	-1	-0.5	1	4	-5	-5	-3
CCCN1CCN(CCCNC(=O)Cn2nc(C)n3c(cc4cc(OC)ccc43)c2=O)CC1	-4	7	0.9	-81	1.3	-5	1	-4	10	4
Cc1cccc(NC(=O)CNC(=O)COC(=O)C2CC2C)c1C (stereo not drawn)	5	-5	0.3	-7	0.0	4	4	3	6	4
Cc1[nH]c(=O)[nH]c(=O)c1S(=O)(=O)N1CCN(c2ccccc2)CC1	1	-5	1.4	-7	0.0	-1	-1	-2	-4	7
COc1ccccc1N1C(=O)c2ccc(C(=O)Nc3ccccc3O)cc2C1=O	11	-13	0.9	5	0.2	-5	1	-2	5	-26
O=C(O)c1cc2c(=O)c3ccccc3oc2nc1C(F)(F)F	-1	3	-1.3	-37	1.1	4	7	7	-11	6
CCOC(=O)CSc1nc(C)cc(C)n1	0	11	0.4	7	-0.4	1	1	9	10	-1
COc1ccc(N2C3=C(CC4=C2CCCC4=O)C(=O)CCC3)cc1	23	-10	0.9	-4	0.1	1	-2	8	6	2
COC(=O)[C@@H]1C[C@H]2CC[C@H](O)C[C@H]2N1Cc1ccc(N2CCN(C)CC2)cc1	-5	-2	0.9	-2	0.2	4	-1	-8	-7	-2
Cc1cccc(C(=O)N2CCCC(N3CCN(c4ccccc4F)CC3)C2)n1 (stereo not drawn)	-7	-10	-0.6	0	0.0	1	-1	0	5	12
COC(=O)C(C(=O)Nc1cc(C)on1)C1CCCCCC1 (stereo not drawn)	-2	7	-0.8	0	0.1	0	-8	10	3	6
COC(=O)[C@]12C[C@H](CC(=O)N3CCC(c4ccccc4)CC3)C(=O)N(Cc3ccc4c(c3)OCO4)C1=C[C@H](C(C)C)O[C@@H]2C1CC1	5	nt	nt	-3	0.5	-1	-4	nt	2	1
CNC(=O)c1[nH]cnc1C(=O)N[C@@H](Cc1ccccc1)C(=O)OC(C)(C)C	-3	12	0.1	6	-0.1	6	2	-8	5	-6
COc1ccc(-c2noc(CCC(=O)NCc3cccnc3)n2)cc1OC	4	-2	-3.2	-1	-0.1	-1	-2	6	4	-5
CCn1c(SCC(=O)Nc2ccc(OC)cc2)nnc1-c1ccco1	-3	-1	1.6	-10	-1.0	-4	-2	6	1	6
COCCNC(=S)N/N=C(\C)c1ccc2cc(OC)ccc2c1	2	1	1.4	-412	-0.4	-12	-2	7	-4	2
COc1ccc(/C=C2/S/C(=N/N=C3\CC4CCC3(C)C4(C)C)NC2=O)cc1 (stereo not drawn)	3	3	1.7	0	0.1	1	2	-15	2	-8
COc1cccc(C(=O)N2CCN(C(=O)C3CC3)CC2)c1	3	-7	1.7	8	0.7	-1	-4	9	-3	5
CC1CCCCC1NCC#CCOc1ccc(Cl)cc1 (stereo not drawn)	-9	-6	1.2	-9	-0.1	-3	-1	8	4	-1
Cn1c(Cc2ccccc2)nc(=O)c2ccccc21	2	1	0.9	-38	0.2	-1	4	7	-3	8
Cn1nc(-c2ccccn2)nc2c(=O)n(C)c(=O)nc1-2	0	-1	-18	-6	-4.3	4	9	-6	4	4
COC(=O)c1ccc(C(=O)OC)c(NC(=O)CSc2nc(-c3ccco3)cc(C(F)(F)F)n2)c1	0	11	1.5	-25	-1.0	-5	-12	9	5	-5
Cc1[nH]c(=O)c(C#N)c(C)c1Cl	2	-8	-0.3	-143	-4.4	1	-1	12	-6	9
CCN(CC)CCNC(=O)c1cn(CC)c2ccc(S(=O)(=O)N3CCc4ccccc4C3)cc2c1=O	-4	-2	0.5	-1	-0.5	2	1	5	6	-3
O=C(CS(=O)CC(=O)Nc1cccnc1)Nc1ccc(F)cc1 (stereo not drawn)	3	3	-0.9	10	-0.4	-3	1	1	6	2
COc1ccc(CN2CCC(n3nccc3NC(=O)C3CC3)CC2)c(Cl)c1OC	-7	-5	-0.3	5	0.6	-4	0	18	6	6
O=C(COC(=O)C12CC3CC(CC(C3)C1)C2)NCCCc1ccccc1	0	-11	1.6	4	0.9	0	-1	-9	8	-6
O=C(CN(Cc1ccc(Cl)cc1)C(=O)c1csnn1)NCc1ccc(F)cc1	-7	9	-1.4	-3	-0.7	-1	-4	22	2	-4
Cc1cc(NC(=O)CSc2nc3ccsc3c(=O)n2NC(=O)c2ccccc2)no1	4	-3	3.1	1	-0.1	-3	2	1	0	-1
Cc1cc(C)cc(C(=O)N2CC(C)SC2=Nc2cccc(S(=O)(=O)N(C)C)c2)c1 (stereo not drawn)	-2	-7	2.5	6	0.2	5	-1	5	-5	-6
CC(C)=CCc1c(O)cc2c(=O)c3ccc(O)cc3oc2c1O	33	1	1.7	8	1.0	-11	3	9	-6	-35
O=C(NCCS(=O)(=O)NCc1ccc(Cl)cc1)c1ccccc1	-4	8	-0.1	-5	-0.1	7	4	-9	2	-1
COc1ccc(C(=O)CSC#N)cc1OC	5	-4	12*	7	-0.2	-9	4	8	-8	-25
CN1/C(=C\C(=O)Nc2cccnc2)c2ccccc2CC1(C)C	-4	0	-0.9	-12	0.4	6	4	-9	-5	11

Of the compounds above, these have a furan ring, fused or not.
SMILES	rCAG binder	ASAP1 GAP inh	FXN GAA850 act	ADAM10 inh	KLK7 zymogen act	GC-B act	NPR1 activator	ARFGAP1 inhibitor	Tn6 DDE FP	sPLA2-III inh
CCn1c(SCC(=O)Nc2ccc(OC)cc2)nnc1-c1ccco1	-3	-1	1.6	-10	-1.0	-4	-2	6	1	6
COC(=O)c1ccc(C(=O)OC)c(NC(=O)CSc2nc(-c3ccco3)cc(C(F)(F)F)n2)c1	0	11	1.5	-25	-1.0	-5	-12	9	5	-5

More entries follow:
SMILES	rCAG binder	ASAP1 GAP inh	FXN GAA850 act	ADAM10 inh	KLK7 zymogen act	GC-B act	NPR1 activator	ARFGAP1 inhibitor	Tn6 DDE FP	sPLA2-III inh
CCc1ccc(NC(=O)CSc2nc(N)c(NC(=O)c3ccc(F)c(F)c3)c(=O)[nH]2)cc1	-2	8	1.2	-14	-0.3	-6	4	-6	2	7
CC(Oc1cccc(F)c1)c1ccnc2nc(/N=C/N(C)C)nn12 (stereo not drawn)	-2	14	3.8	-57	-1.3	0	3	4	4	11
O=C(NNS(=O)(=O)c1ccc(F)cc1)c1ccc(O)cc1	-1	9	-1.6	5	0.7	10	2	-5	4	-3
O=C(CSc1nnc(-c2ccccn2)o1)Nc1ccccc1F	2	3	1.8	8	0.5	0	0	3	-4	-6
O=C(Nc1cccc(N2C(=O)C3C4C=CC(C4)C3C2=O)c1)c1cccs1 (stereo not drawn)	-2	1	-1.0	0	0.1	1	-1	9	-1	0
CCC(C)NC(=O)C1CCN(S(=O)(=O)N2CCC3(CC2)OCCO3)CC1 (stereo not drawn)	-5	-4	0.6	-13	-0.1	-1	1	1	12	2
O=C(NCCN1CCC(n2c(=O)[nH]c3ccccc32)CC1)c1ccc(F)c(C(F)(F)F)c1	0	5	nt	0	0.4	-2	4	12	-5	-3
O=C(c1nc2ccc(Cl)cn2c1CN1CCCC1)N1CCc2ccccc2C1	5	-11	-2.5	-39	-0.6	-4	-3	-2	-5	-10
COc1ccccc1C/C(N)=N/OC(=O)COc1ccc2ccccc2c1	2	2	-2.5	17	0.3	0	6	5	0	-21
COc1ccccc1NS(=O)(=O)c1cc(C(=O)NCC(c2ccco2)N2CCCCC2)ccc1C (stereo not drawn)	-3	-5	-0.4	-6	0.2	7	3	0	3	-6
NC1=NC(=O)NC1(c1ccccc1)c1ccccc1	2	18	1.0	-16	-0.1	2	1	-5	2	12
COc1cc(/C=C/C(=O)OCC(=O)NCCc2ccc(F)cc2)ccc1OC(F)F	0	12	-1.8	-16	-1.9	-1	-5	-3	9	-9
O=C(COc1ccc(Cl)cc1)N1CCCCC1	0	10	4.4	7	-0.1	5	4	0	-5	4
CCOC1=C2CN(S(=O)(=O)c3ccc(C)cc3)C(c3ccccc3)CC2N(S(=O)(=O)c2ccc(C)cc2)C(c2ccc(Br)cc2)C1 (stereo not drawn)	6	-3	nt	-3	0.5	3	0	2	0	6
Cc1ccc(S(=O)(=O)Nc2c(C)nn(C)c2C)cc1C	-10	3	-0.5	-5	-0.1	2	1	2	10	2
COCCn1c(SCC(=O)NCc2ccc(F)cc2)nc2ccccc21	3	17	-2.8	15	-0.2	-1	-1	6	-2	3
Cc1cccc(Cn2c(N(C)Cc3ccccc3)nc3c2c(=O)[nH]c(=O)n3C)c1	2	2	-2.4	-5	-0.7	-3	-5	-4	5	5
O=C(Nc1cccc2c1CCCC2)c1cc([N+](=O)[O-])ccc1Cl	3	3	-12	-6	-0.5	1	-2	5	-6	0
O=S(=O)(Nc1cccc(S(=O)(=O)N2CCCC2)c1)c1ccccc1F	4	2	-0.7	6	-0.2	5	-2	-16	5	-5
O=C(C[n+]1cc(Br)cc2ccccc21)c1ccc(F)cc1	3	-13	1.2	-12	-1.9	-7	-6	3	10	-37
COc1ccc(Br)c(C(=O)N2CCN(S(=O)(=O)c3cccs3)CC2)c1	-2	7	-2.3	1	-0.7	2	-1	4	0	-7
Cc1cc(C)c2c(c1)C1(OCCO1)C(=O)N2	3	-4	1.2	-7	0.3	2	2	5	9	-3

Rows are unselected; overall some 4.5% were active at least once.
